From PubChem BioAssay
OXTR ag: agonists of human oxytocin receptor; activation, % at 3 µM; AID 2435; P30559; 0.32% of 320,000 active; CHO-OTR cells, Fluo-8 calcium fluorescence; normalized: DMSO 0%, oxytocin 100%;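 active = activation above the mean of all tested compounds plus 3 SD, cutoff set per screening run, cut at about 20% in these data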;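 also: peak over basal fluorescence ratio from a 100 s FLIPR kinetic read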
Target sequence (P30559 whole entry, looked up): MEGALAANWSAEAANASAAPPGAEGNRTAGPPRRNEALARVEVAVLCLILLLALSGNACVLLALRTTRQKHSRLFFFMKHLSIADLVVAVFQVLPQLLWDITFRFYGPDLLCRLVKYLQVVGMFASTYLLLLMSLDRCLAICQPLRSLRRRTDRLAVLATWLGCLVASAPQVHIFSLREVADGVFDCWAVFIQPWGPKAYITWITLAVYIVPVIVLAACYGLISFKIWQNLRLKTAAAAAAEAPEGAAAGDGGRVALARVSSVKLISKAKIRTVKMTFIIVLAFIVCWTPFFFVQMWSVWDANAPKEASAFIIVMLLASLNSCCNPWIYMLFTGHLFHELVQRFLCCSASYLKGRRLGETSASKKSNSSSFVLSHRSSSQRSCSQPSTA
MEKK3 PB1 HTS: MEKK3-MEK5 PB1 interaction, increase or decrease; binding response (% of control), % at 10 µM; Q99759; AID 1529; 1.4% of 290,000 active; bead-based flow cytometry, Alexa488-MEK5 binding to MEKK3; actives lie on both sides; 0 = blocked by unlabeled MEK5, 100 = vehicle;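 active = binding response more than 3 SD above or below the average of its plate-row segment, actives on both sides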;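 also: Alexa488 bead fluorescence after subtracting the streptavidin-only scavenger bead signal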
NALP1 yeast inh: blocks the NALP1 inflammasome reconstituted in yeast; S. cerevisiae NALP1/ASC/caspase-1 growth, X-gal OD620, 72 h; inhibition, % at 10 µM; 0.61% of 280,000 active; in the data active = inhibition mostly above about 24%, no sharp cut-off; inactive = mostly below about 32%; also: some compounds called inactive have numbers as strong as hits
GPR7 antag: antagonists of human GPR7 (neuropeptides B/W receptor 1); 1.1% of 290,000 active; P48145; inhibition, % at 4.4 µM; AID 1861; GPR7-expressing cells, fluorescence antagonist assay; in the data active = inhibition above about 16%, passing the limit was not always enough;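 also: cells stimulated with the agonist NPW; 0% = agonist with vehicle and 100% = vehicle without agonist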
Target sequence (P48145 whole entry, looked up): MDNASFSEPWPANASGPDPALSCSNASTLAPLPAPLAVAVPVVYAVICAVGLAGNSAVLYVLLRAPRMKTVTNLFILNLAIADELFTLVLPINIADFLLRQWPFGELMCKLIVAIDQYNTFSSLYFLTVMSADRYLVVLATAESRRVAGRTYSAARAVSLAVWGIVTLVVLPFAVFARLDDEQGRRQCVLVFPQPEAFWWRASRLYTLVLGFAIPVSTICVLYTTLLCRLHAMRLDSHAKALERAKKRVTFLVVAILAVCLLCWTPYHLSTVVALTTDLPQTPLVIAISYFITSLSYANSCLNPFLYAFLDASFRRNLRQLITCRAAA
PHOSPHO1 block: blocks human PHOSPHO1 phosphatase activity. Q8TCT1. recombinant PHOSPHO1, absorbance phosphatase assay. inhibition, % at 13.3 µM. 1.1% of 290,000 active; in the data active = inhibition above about 60%
Target sequence (Q8TCT1 whole entry, looked up): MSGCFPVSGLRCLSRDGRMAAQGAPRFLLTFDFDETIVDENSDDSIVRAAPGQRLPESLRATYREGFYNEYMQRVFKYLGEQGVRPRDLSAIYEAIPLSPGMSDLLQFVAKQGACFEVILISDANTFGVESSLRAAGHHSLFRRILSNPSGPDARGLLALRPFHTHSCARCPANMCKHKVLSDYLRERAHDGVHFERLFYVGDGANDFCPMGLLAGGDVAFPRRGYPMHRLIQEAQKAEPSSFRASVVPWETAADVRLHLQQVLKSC
GalR3 antagonist: antagonists of human GalR3; HEK293 GalR3-CNG cAMP membrane potential fluorescence; galR3 body fused to GalR1 C-terminus; 0.44% of 360,000 active; inhibition, % at 3 µM; AID 651719; O60755;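 active = inhibition above the screen-wide average plus 3 SD, cut at about 13% in these data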;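 also: forskolin and galanin both at EC90 stimulate the cells; cAMP rise reported by CNG channel membrane potential dye signal; 0% = forskolin plus galanin with DMSO and 100% = forskolin alone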
MEKK2 WT-MEK5: raises or lowers MEK5 binding to wildtype human MEKK2 PB1 domain | Q9Y2U5 | bead flow cytometry, Alexa488-MEK5 binding to MEKK2 WT; actives lie on both sides | binding response (% of control), % at 10 µM | 1.1% of 290,000 active | AID 1531; in the data active = binding response below about 67% or above about 130%
MEKK2 mut-MEK5: signal of MEK5 binding to mutant human MEKK2 PB1 domain; bead flow cytometry, Alexa488-MEK5 binding to MEKK2 mutant; percent response, % at 10 µM; 0.35% of 290,000 active; AID 1530; in the data active = percent response above about 24%, passing the limit was not always enough; also: inactives centre near 1; some results filed as inactive read as strong as hits; reference of the scale not given here
V1aR counter: counter-screen for oxytocin receptor agonists: human V1a receptor agonists. P37288. CHO-V1R cells, Fluo-8 calcium fluorescence, agonist mode; 0% DMSO, 100% 3 nM vasopressin. activation, % at 3 µM. 0.25% of 320,000 active. AID 2797;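 active = activation above the mean activation of all tested compounds plus 3 SD, per screening run, cut at about 20% in these data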;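 also: signal is peak over basal fluorescence ratio across a 100 second FLIPR read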
* marks the source's active call; other numbers are inactive results; / = no result given.

mol,OXTR ag,MEKK3 PB1 HTS,NALP1 yeast inh,GPR7 antag,PHOSPHO1 block,GalR3 antagonist,MEKK2 WT-MEK5,MEKK2 mut-MEK5,V1aR counter
CCCn1c(SCC(=O)NC(C)C)nc2sc3c(c2c1=O)CCC3,-2.4,104,3,-9,27,-5,102,2,0.6
O=[N+]([O-])c1ccccc1CSc1nnc2ccccn12,-1.0,101,3,-8,28,-5,97,-4,4.8
CCOc1ccc(OCC)c(NC(=O)C2CCCN(S(=O)(=O)c3c(C)n[nH]c3C)C2)c1 (configuration not stated),-2.1,97,-15,-5,-3,0,97,3,-1.2
Cc1ccccc1Cn1nc(C)c(NC(=O)C2(C)CC2(Cl)Cl)c1C (configuration not stated),0.0,103,35,-2,-1,0,104,-1,-0.3
CCc1ccc(C(=O)COC(=O)c2cccc(N3C(=O)c4c(C)nc5ccccc5c4C3=O)c2)cc1,-0.4,100,13,-8,6,-4,100,-2,-1.4
COc1ccc(O)c(/C=N/NC(=S)Nc2cccnc2)c1,1.2,106,-31,6,-83,-4,104,-5,0.6
Cc1[nH]c2ccccc2c1C(=O)CSc1nncn1C,-0.2,94,8,-13,-20,-4,97,4,0.2
O=C(Cc1ccc(Cl)cc1)N/N=C/c1ccncc1,0.5,104,0,-5,-1,1,107,3,1.5
CCN(CCCNC(=O)CCNC(=O)Cn1ccc2ccccc2c1=O)c1ccccc1,/,91,9,3,21,2,81,-20,/
CC1CC(C)CN(CCCNC(=O)C2CCC(=O)N2C2CCCC2)C1 (configuration not stated),0.3,101,0,-12,33,1,98,7,0.5
CC(C)C(=O)NC(NC(=S)Nc1cccc2cccnc12)C(Cl)(Cl)Cl (configuration not stated),1.5,101,1,-4,-102,-1,101,3,4.2
COc1cccc(CNC(=O)c2ccc(S(=O)(=O)N3CCCC3)cc2)c1,-0.1,96,2,0,6,1,95,0,0.8
CC1(C)Cc2c(sc3nc(-c4ccccc4)n(N)c(=O)c23)CO1,-1.1,95,23,7,35,0,95,1,0.4
Cc1cccc(C)c1NC(=O)C(=O)NCCc1c[nH]c2ccccc12,16,100,3,8,-5,-3,104,0,7.4
Cc1[nH]n(-c2ccccc2)c(=O)c1N=Nc1nccs1,10,98,-18,-4,40,-5,98,4,-0.6
Cc1ccc(C(=O)OC(C(=O)Nc2ccc(Cl)cc2C(F)(F)F)c2ccccc2)cc1 (configuration not stated),-0.6,100,30,-1,-11,-1,101,0,2.0
O=C(COc1ccccc1)NC1CCN(Cc2ccccc2)CC1,-0.4,98,10,-9,39,-5,120,11,1.0
OC(c1cccc(Cl)c1)c1nccc2ccccc12 (configuration not stated),-1.6,98,-2,-5,-8,-6,103,2,1.7
Cc1cc(C)cc(NC(=O)COC(=O)CN=C2NS(=O)(=O)c3ccccc32)c1,0.7,102,-8,-3,6,0,100,-2,0.9
CSC(=S)N/N=C(\C)c1ccc(Br)cc1,-1.5,97,2,-6,14,0,97,1,-0.8
CN(C)C=Nc1ccc(Cl)c(Cl)c1,2.2,97,20,-1,20,-7,100,2,-0.3
COC1(OC)N=C(N)C2(C#N)C(c3ccc(F)cc3)C12C#N (configuration not stated),0.3,96,/,-13,6,0,94,-4,-0.9
Clc1ccccc1-c1nc2ccccc2c2nncn12,1.0,103,-4,-4,-9,-4,102,-1,0.6
O=C(c1ccccc1)C1Oc2ccccc2C2CC(c3cccs3)=NN12 (configuration not stated),-1.4,98,1,-26,48,-7,90,-7,0.0
Cc1cccc2cc(/C=N/NC(=O)CN3CCOCC3)c(Cl)nc12,-0.6,/,19,-7,29,-4,/,/,-0.4
CCCCOC(=O)c1ccc(NC(=O)C2CCCO2)cc1 (configuration not stated),-1.6,96,10,-9,59,-5,100,0,0.6
CC1=C(C(=O)Nc2ccccn2)C(c2ccc(N(C)C)cc2)n2ncnc2N1 (configuration not stated),1.2,93,-11,-1,11,5,93,-2,1.2
N#CCCN(Cc1ccccc1)C(=O)c1cccs1,0.7,91,8,-5,8,-2,92,-15,-0.1
Cc1cc(C)n(-c2nc3c(c(=O)[nH]c(=O)n3C)n2CC(O)c2ccccc2)n1 (configuration not stated),-0.9,102,10,-11,4,3,104,3,-0.6
COCc1cc(C)nc(SCC[N+](C)(C)CC(=O)Nc2cccc(C)c2)c1C#N,-0.4,105,12,0,32,-8,106,0,0.9
NC(=O)Cn1nnc(-c2ccc(C(F)(F)F)cc2)n1,1.6,97,11,-2,24,-6,99,-1,0.3
CCN1CCN(CC(O)COC(c2ccccc2)c2ccccc2)CC1 (configuration not stated),0.9,80,-6,-1,-18,-7,96,-1,1.4
COc1ccccc1N(Cc1ccccc1)S(=O)(=O)c1cccc(C(=O)O)c1,0.7,95,23,-2,-6,-5,100,0,0.8
COc1ccc(S(=O)(=O)N2CCOCC2)cc1C(=O)Nc1cc(C)on1,0.1,110,4,-9,11,-4,110,5,-0.3
N#C/C(=C/c1ccc(Br)o1)C(N)=O,0.3,87,-107,-5,11,-3,98,5,1.1
CC(=O)c1ccc(NC(=O)C(NC(=O)c2ccccc2)=C(C)C)cc1,-1.6,100,8,-6,30,-8,95,-3,0.1

By substructure, the compounds so far with bromine (two)
mol,OXTR ag,MEKK3 PB1 HTS,NALP1 yeast inh,GPR7 antag,PHOSPHO1 block,GalR3 antagonist,MEKK2 WT-MEK5,MEKK2 mut-MEK5,V1aR counter
CSC(=S)N/N=C(\C)c1ccc(Br)cc1,-1.5,97,2,-6,14,0,97,1,-0.8
N#C/C(=C/c1ccc(Br)o1)C(N)=O,0.3,87,-107,-5,11,-3,98,5,1.1

Further results.
mol,OXTR ag,MEKK3 PB1 HTS,NALP1 yeast inh,GPR7 antag,PHOSPHO1 block,GalR3 antagonist,MEKK2 WT-MEK5,MEKK2 mut-MEK5,V1aR counter
Cc1cc(Cl)c(S(=O)(=O)N2CCSCC2)cc1OCC(N)=O,1.3,109,10,-9,16,-3,110,4,0.2
COC(=O)CCc1n[nH]c(=O)[nH]c1=O,0.1,98,/,4,8,1,99,10,0.3
CC1CCCN(C(=O)CSc2ncccn2)C1 (configuration not stated),0.3,100,14,-6,-8,-7,103,1,0.1
COc1ccc(S(=O)(=O)N(CC(=O)NCc2ccco2)c2ccccc2)cc1OC,-2.1,101,37,-10,-15,-2,104,4,-0.1
Cc1cnc(NC(=O)CSC(=S)N2CCOCC2)s1,-0.1,99,28,-13,8,-2,103,-2,0.3
Cn1nc(OCCOc2ccccc2)ccc1=O,0.9,95,10,-4,-53,-6,97,-2,1.0
CCCNC(=O)CSc1nc2ccccc2c(=O)n1CCC,-2.5,128*,1,13,-21,-4,112,-1,-1.0
COc1cc(CN2CCC(C(=O)NC3CCCC3)CC2)ccc1O,1.2,100,-5,-2,19,-6,97,-4,0.2
CCc1cccc(C)c1NC(=S)N1CCCCC1c1cccnc1 (configuration not stated),1.3,97,/,-11,22,-1,98,-3,0.3
Cc1ccc(S(=O)(=O)NCC2CCCO2)cc1[N+](=O)[O-] (configuration not stated),-0.6,99,6,-5,-12,-2,98,3,0.3
Cn1nc(NC(=O)CC(C)(C)CC(=O)O)c2ccccc21,-1.2,105,/,-1,-2,-2,110,8,0.1
Cc1ccc(NC(=O)CN(C)C(=O)CSc2nc3ccccc3o2)cc1,-1.4,/,-11,-4,58,-3,/,/,-1.1
CC1(C)CC(=O)c2cc3c(nc2C1)CC(C)(C)CC3=O,1.3,101,9,7,-15,-3,103,5,0.9
CCC1(C)Cc2ccccc2-c2nc(NCCO)[nH]c(=O)c21 (configuration not stated),1.0,105,11,-6,0,-5,100,0,-0.5
CN(C)S(=O)(=O)c1ccc(NC=O)cc1,1.4,101,8,-2,20,-5,100,0,0.1
COc1ccccc1NC(=O)CSc1nnc(-c2ccncc2)o1,0.6,103,9,-11,-14,-4,107,5,0.9
O=c1cnc2ccccc2n1CC1CCCCC1,-0.9,100,-7,-6,-17,-2,99,4,-0.1
CC1(C)CC(NS(=O)(=O)c2ccc(S(N)(=O)=O)cc2)CC(C)(C)N1,1.3,101,25,-9,14,-7,101,11,2.3
N#Cc1c(N2CCN(C(=O)c3ccccc3)CC2)nc(-c2ccccc2)c2c1CCCC2,1.1,102,8,-22,17,0,90,0,1.9
CC(OC(=O)c1ccc2c(c1)C(=O)N(Cc1ccncc1)C2=O)C(=O)Nc1cccc(Cl)c1Cl (configuration not stated),8.6,105,33,-5,-7,4,95,27,4.3
CS(=O)(=O)c1sc2nc(-c3ccccc3)cc(-c3ccccc3)c2c1N,0.7,109,14,-12,94*,-3,105,6,-0.1
Cc1ccccc1N(C(=O)c1snc(C(N)=O)c1N)C(C(=O)NC1CCCC1)c1ccco1 (configuration not stated),/,101,20,-19,-39,-5,98,-5,/
Cc1cc(C)n2c(Br)c(CSc3nc4ccccc4o3)nc2n1,-0.5,102,10,-4,80*,-5,98,-5,2.1
O=c1[nH]c2ccccc2nc1/C=C/c1ccc(O)cc1,/,105,8,-10,48,-7,94,0,/
COc1ccc(OC)c(Cc2nnc(CCC(=O)NC3CCCCC3)o2)c1,-0.4,103,-5,-9,18,-1,104,13,-1.0
CC(C)(C)NC(=O)CSC(=Nc1cccc(F)c1)NC#N,0.3,98,6,-10,-135,-3,102,2,0.6
O=S(=O)(NNc1ccc(F)cc1F)c1cccc(Cl)c1,-0.1,102,2,-1,31,-8,105,3,1.6
Cc1ccc(O)c(NC(=O)c2ccco2)c1,0.4,97,6,3,6,6,97,1,-0.1
c1cncc(CSc2nnc(-c3cccnc3)n2Cc2ccco2)c1,/,100,3,-9,2,-5,99,0,/
CCN(CC)c1ccc(NC(=O)CCNC(=O)c2ccco2)cc1,0.1,99,22,-9,-11,-2,99,0,1.4
COc1cccc(/C=C/C(=O)OCC(=O)c2ccc3c(c2)NC(=O)CO3)c1OC,1.9,99,-52,-7,-9,-5,96,-6,2.5
Cc1ccc(NC(=O)N2CCC(C(N)=O)CC2)cc1,0.2,101,-4,-7,11,-2,100,3,0.6
O=C(CCc1ccccc1)N/N=C\C1CC=CCC1 (configuration not stated),-1.2,100,33,-1,37,-3,106,5,0.0
CSc1ccccc1NC(=O)c1noc2c1CCC2,-1.7,103,30,-20,32,-4,95,1,-1.8
C=CCOC(=O)C1=C(C)NC(SCC(=O)N(CC)CC)=C(C#N)C1c1ccccc1 (configuration not stated),-2.4,/,0,-14,34,-2,/,/,-0.9
CN(Cc1ccccc1)C(=O)CSc1n[nH]c(N)n1,1.2,106,-1,10,31,-9,104,13,0.7
O=C(NCc1ccc(F)cc1)c1ccc(CS(=O)(=O)Cc2ccccc2F)o1,9.6,103,16,-12,50,7,103,8,9.2
Cc1cccc(C(=O)Nc2sc(-c3ccccc3)cc2C(=O)O)c1,-1.3,95,1,-9,20,3,96,-12,1.9
CCOC(=O)[C@@H]1[C@H]2COc3ccc(Br)cc3[C@@H]2N2C(=O)N(c3ccc(C(F)(F)F)cc3)C(=O)[C@]12C,-0.4,100,26,-8,-13,-5,87,-7,2.6
O=C(OCC1CC(c2ccccc2)=NO1)c1ccc(Br)cc1 (configuration not stated),-1.8,98,26,-2,-10,0,110,3,2.1

Not a hit list. About 5.4% of those tested had a hit in this group.
